From PubChem BioAssay
NR2E3 ag-1: agonists of human nuclear receptor NR2E3 | GST-NR2E3/biotin-RetCOR TR-FRET, 1536-well | inhibition of corepressor binding, % at 4.78 µM | 0.12% of 320,000 active | AID 2300;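 active means percent inhibition above the cutoff of mean plus 3 SD of all tested compounds, set per screening campaign, cut at about 20% in these data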;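 further: 0% = DMSO wells and 100% = biotin wells as full block of FRET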
Target sequence (Q9Y5X4 whole entry, looked up): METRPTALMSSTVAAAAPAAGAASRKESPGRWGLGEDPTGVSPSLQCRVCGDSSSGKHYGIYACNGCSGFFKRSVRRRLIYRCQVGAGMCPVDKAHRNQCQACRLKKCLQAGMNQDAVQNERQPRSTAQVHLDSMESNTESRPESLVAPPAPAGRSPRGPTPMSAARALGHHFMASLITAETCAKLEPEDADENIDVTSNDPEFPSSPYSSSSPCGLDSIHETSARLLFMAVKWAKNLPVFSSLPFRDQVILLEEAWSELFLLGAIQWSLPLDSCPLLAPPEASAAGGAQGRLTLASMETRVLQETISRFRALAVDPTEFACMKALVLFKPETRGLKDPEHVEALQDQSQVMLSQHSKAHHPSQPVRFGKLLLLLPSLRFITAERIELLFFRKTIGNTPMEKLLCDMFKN
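System: GST-tagged NR2E3 plus biotinylated RetCOR corepressor; Buffer or medium: pH 7.5 Tris-based buffer; Probe or stimulus: RetCOR corepressor, biotinylated, 7 nM; Doses: compound at 4.8 µM, single dose; Schedule: 5 h incubation at 4 °C; Technique: time-resolved FRET; Evaluation: percent inhibition of TR-FRET ratio; Replication: one well per compound, singlicate testing.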
NR2E3 ag-2: activates human NR2E3 receptor; CHO-S Gal4-NCOR/VP16-NR2E3 two-hybrid, luciferase; inhibition of corepressor binding, % at 3.98 µM; Q9Y5X4; AID 602229; 0.35% of 360,000 active;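 active means inhibition above the mean of all tested compounds plus 3 SD, cut at about 70% in these data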;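 further: 0% = DMSO with NR2E3 transfected cells and 100% = cells lacking NR2E3 construct; higher means lower luciferase signal from less NR2E3 corepressor binding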
TWEAK-Fn14 inh: TWEAK-Fn14 signaling inhibition | 2% of 360,000 active | TWEAK-stimulated Fn14 reporter cells, luciferase luminescence, 8 h | inhibition, % at 10 µM; in the data active means inhibition above about 50%
HIF-2a inh: HIF-2a inhibition | AID 624352 | 786-0 RCC cells HIF-2a reporter, luciferase luminescence, overnight | 0.72% of 360,000 active | inhibition, % at 18.8 µM;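 active means inhibition of the luminescence signal of 40% or more relative to plate controls, in a single-dose primary screen at 18.75 µM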
KKLEB cytotox: reduces viability of KKLEB cystic fibrosis airway cells. KKLEB CF airway cells viability, ATPlite luminescence, overnight; stronger effect = lower value; cells stimulated with P. aeruginosa culture filtrate. activity change (cytotoxicity), % at 5 µM. 0.36% of 360,000 active. AID 602141;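 active means corrected activity change at or below -50% at 5 µM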
Peg3 prom inh: Peg3 promoter activity inhibition. inhibition, % at 20 µM. 1.7% of 360,000 active. HeLa PEG-Prom luciferase reporter, luminescence, overnight;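 active means inhibition of at least 50% at 20 µM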
Shn3 3UTR inh: inhibitors of Schnurri-3 3'UTR reporter in osteoblasts; inhibition, % at 12.5 µM; 0.52% of 360,000 active; AID 588674; Clone20 osteoblast Shn3 3'UTR firefly luciferase, 24 h;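 active means mean inhibition of at least 75% with every replicate also reaching 75%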;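 further: 0% = median of neutral control wells and 100% = pilot-screen positive control compound; some compounds past the cut are filed as inactive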
iPSC survival up: enhancers of human iPSC single-cell survival | AID 602274 | survival enhancement, % at 20 µM | hiPSC single-cell survival, ATPlite luminescence; 100% = ROCK inhibitor wells, 0% = DMSO | 0.044% of 360,000 active; in the data active means survival enhancement above about 18%;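 further: cells exposed to compounds for 16 hours before the ATP read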
aDG glyco act: alpha-DG glycosylation activation; Pro5-aDG cells, alpha-DG glycosylation AlphaScreen (IIH6); 0% Pro5, 100% B10-LARGE cell signal; activation, % at 10 µM; 0.22% of 360,000 active;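 active means activation of at least 8% versus controls, or a plate z-score of at least 8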;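 further: Pro5 are CHO cells carrying HIG-tagged alpha-DG that lacks glycosylation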
CF NFkB inh: cystic fibrosis NF-kB activation inhibition; KKLEB NF-kB-GFP reporter, PAF-induced, GFP fluorescence overnight; inhibition, % at 5 µM; 0.86% of 360,000 active;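 active means at least 50% inhibition at 5 µM, scaled per plate between neutral and stimulator controls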;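 further: PAF is a Pseudomonas aeruginosa culture filtrate used as stimulus; plate controls were PAF-stimulated DMSO wells for no effect and unstimulated DMSO wells for full effect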
TRPM1 prom inh: MITF TRPM1 promoter inhibition in SK-MEL-5 cells; AID 488899; inhibition, % at 12.5 µM; 0.83% of 330,000 active; SK-MEL-5 TRPM1 promoter luciferase, 24 h;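 active means mean inhibition across replicates of 60% or more, whatever share of single replicates reaches that level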; further: values of inactives mirror those of a sister screen read the other way
Numbers without * were called inactive; · = no result given.

SMILES	NR2E3 ag-1	NR2E3 ag-2	TWEAK-Fn14 inh	HIF-2a inh	KKLEB cytotox	Peg3 prom inh	Shn3 3UTR inh	iPSC survival up	aDG glyco act	CF NFkB inh	TRPM1 prom inh
Brc1cc(Br)c2ncnc(N3CCCCC3)c2c1	33.8*	-15.6	21.5	54.2*	-19.8	56.4*	14.9	0.6	-0.3	51.6*	50.6
Cc1cc(OCc2nnc(SCC(=O)OC3CCCCC3)o2)ccc1Cl	0.6	-3.3	3.7	8.6	5.9	-2.4	1.7	2.3	-0.2	-11.5	6.7
CCc1nc(CN(C)C(=O)C2CCC(=O)N(Cc3cccc(F)c3)C2)no1 (centres undefined)	1.4	-5.2	-3.0	-0.7	19.9	5.2	8.8	0.3	0.1	-35.6	-0.8
COC(=O)[C@@]1(Cc2ccccc2)[C@H]2C(=O)N(Cc3ccccc3)C(=O)[C@H]2[C@H]2CN=C(SCC(=O)c3ccccc3)N21	·	-37.8	-5.6	-19.2	8.2	-0.2	-7.5	-3.0	-0.1	10.8	-13.4
O=C(NC1CCN(C(=S)NCCc2ccccc2)CC1)C1CCCCC1	-1.5	-53.6	4.8	8.4	-21.7	2.8	4.7	-0.9	0.2	6.8	20.3
COc1cc(/C=C/C(=O)O)ccc1OS(=O)(=O)c1cc(C)ccc1C	0.3	10.0	3.0	14.5	10.5	17.9	-9.1	1.5	0.7	-17.0	-12.3
COc1ccc(OCC(=O)Nc2cc(S(=O)(=O)N3CCCCC3)ccc2OC)cc1	-4.2	14.8	0.2	2.3	8.5	15.1	-6.8	-0.5	0.6	-15.7	-8.8
O=C(CC(c1ccccc1)c1ccccc1)NCCOCc1ccccc1	2.0	-38.9	13.6	26.0	-3.9	26.0	14.6	-0.5	0.1	7.9	2.1
CCOC(=O)C1CCCN(C(=O)Cc2ccc(C)cc2)C1 (centres undefined)	1.7	-5.5	-7.4	-4.2	-1.8	5.3	-24.7	-0.8	0.4	3.9	10.7
CC(C)Cn1c(Cc2ccccc2)n[nH]c1=S	-1.6	-21.7	0.3	0.0	1.2	5.8	-6.2	-3.4	0.0	4.6	2.1
COc1ccc(CNC(=O)COc2cc3c(c4oc(=O)cc(C)c24)CCC(C)(C)O3)cc1OC	-1.4	-11.2	-2.6	6.2	-3.4	16.4	5.0	-1.9	0.3	-3.7	·
CC(C)(C)c1ccc(Cn2nc(CC(=O)O)c3ccccc3c2=O)cc1	5.3	16.4	-7.1	10.6	-3.2	-3.5	0.3	-0.3	-0.2	5.2	11.0
CN1CCN(S(=O)(=O)c2cccc(C(=O)Nc3ccc(Br)cc3Br)c2)CC1	-3.2	-7.8	35.2	7.6	3.2	2.2	25.2	0.2	0.1	38.3	-4.9
O=C(Cc1ccc(Br)cc1)OCC(=O)N1CCc2ccccc2C1	3.5	-5.3	-27.4	15.6	-1.7	-1.4	10.5	-0.9	0.0	6.9	0.3
CC(=O)c1cccc(NC(=O)c2ccc(N(C)S(=O)(=O)c3ccc(C)cc3)cc2)c1	7.4	-16.2	10.3	1.8	11.0	34.7	21.1	-0.3	-0.8	-2.8	7.3
C/C(CC(=O)Nc1ccc([N+](=O)[O-])cc1)=N/NC(=O)C1C2CCCCC21 (centres undefined)	0.9	-23.1	-15.6	4.5	6.1	2.3	-15.3	-0.1	-0.1	-13.6	-2.2
O=C(CC1SC(N2CCOCC2)=NC1=O)Nc1ccc(Cl)c(C(F)(F)F)c1 (centres undefined)	·	-2.7	-7.3	3.3	-2.5	29.2	6.0	-0.4	-0.3	-10.9	-9.6
COCCCNC(=O)/C=C/[C@H]1O[C@@H](n2cnc3c(NC(=O)c4ccccc4)ncnc32)[C@H](O)[C@@H]1O	·	14.4	-9.8	8.0	-8.0	-4.0	3.0	-2.0	-0.2	-12.5	·
O=C(Nc1nccs1)c1ccc(NC(=O)c2ccco2)cc1	-4.6	-49.5	9.6	-232.2	2.5	-230.7	-95.4	3.2	-0.3	-7.6	-76.6
C=CCOc1ccc2c(OC)c3ccoc3nc2c1OC	0.9	-50.1	-30.9	-195.0	1.2	-149.1	-34.0	-0.6	0.2	-10.2	-26.1

Part of the list above in order of SMILES length, highest first.
SMILES	NR2E3 ag-1	NR2E3 ag-2	TWEAK-Fn14 inh	HIF-2a inh	KKLEB cytotox	Peg3 prom inh	Shn3 3UTR inh	iPSC survival up	aDG glyco act	CF NFkB inh	TRPM1 prom inh
C/C(CC(=O)Nc1ccc([N+](=O)[O-])cc1)=N/NC(=O)C1C2CCCCC21 (centres undefined)	0.9	-23.1	-15.6	4.5	6.1	2.3	-15.3	-0.1	-0.1	-13.6	-2.2
COc1ccc(OCC(=O)Nc2cc(S(=O)(=O)N3CCCCC3)ccc2OC)cc1	-4.2	14.8	0.2	2.3	8.5	15.1	-6.8	-0.5	0.6	-15.7	-8.8
CC(C)(C)c1ccc(Cn2nc(CC(=O)O)c3ccccc3c2=O)cc1	5.3	16.4	-7.1	10.6	-3.2	-3.5	0.3	-0.3	-0.2	5.2	11.0

More compounds follow.
SMILES	NR2E3 ag-1	NR2E3 ag-2	TWEAK-Fn14 inh	HIF-2a inh	KKLEB cytotox	Peg3 prom inh	Shn3 3UTR inh	iPSC survival up	aDG glyco act	CF NFkB inh	TRPM1 prom inh
COc1ccccc1-c1nc(C(F)(F)F)c(OC)o1	2.3	3.6	3.0	4.9	4.3	11.1	-5.7	2.2	-0.4	7.3	-11.6
CC(=O)/C(=N/Nc1ccccc1)N1CCOCC1	-2.1	1.8	25.1	14.4	-3.2	-0.3	-5.0	0.0	-0.3	8.9	14.2
Cc1ccc(C(=O)NC2(C(F)(F)F)N=C3SCCN3C2=O)cc1 (centres undefined)	4.0	-14.3	-18.9	12.7	-6.7	-2.2	6.2	6.5	0.0	-4.2	10.4
CCC1CSC(=Nc2ccc(C)cc2)N1C(=O)CN1C(=O)NC2(CCCC2)C1=O (centres undefined)	-0.1	-60.7	22.6	-102.2	-27.6	-87.2	-114.1	-0.4	0.2	27.2	-33.2
Cc1cccc(NC(=O)c2ccc(F)c(S(=O)(=O)NCc3ccco3)c2)c1	-0.9	-13.4	12.2	-17.8	-3.5	-17.2	2.6	2.0	0.7	9.3	4.0
CC(=O)NC1C(=O)N=C(SCc2ccccc2)NC1=O (centres undefined)	-3.5	-17.8	-8.4	0.9	-8.6	-18.1	-28.7	-1.2	-0.1	2.5	7.5
COc1cccc(NC(=O)c2sc3ncn(CC(=O)N4CCN(c5ccccn5)CC4)c(=O)c3c2C)c1	-4.5	-48.8	9.3	-29.7	-2.0	-30.0	-5.5	-0.3	0.2	5.2	-12.3
COc1cc2cc(CN(Cc3cccnc3)C(=O)NCc3ccccc3)c(=O)[nH]c2cc1OC	2.9	15.8	10.2	14.4	6.4	10.1	14.6	3.1	-0.1	-8.2	-11.6
COc1ccccc1C(=O)Nc1ccc(C2=NNC(=O)CC2C)cc1 (centres undefined)	4.7	-8.9	-31.4	-105.0	5.8	-50.8	-7.9	1.7	-0.6	-10.7	-13.4
CC1=NN(C(=O)c2ccc(Cn3cc([N+](=O)[O-])cn3)cc2)C(O)(C(F)(F)F)C1 (centres undefined)	2.6	-15.9	-5.0	3.2	32.1	4.6	17.0	-1.0	0.2	5.5	4.7
Oc1[nH]c2ccccc2c1N=Nc1c(F)c(F)c(Cl)c(F)c1F	-1.0	-38.3	1.3	-47.5	3.0	-35.8	-20.5	0.2	-0.1	5.1	·
COc1ccc(NC(=S)N2CCN(c3ccccc3)CC2)c(OC)c1	1.0	-5.8	7.1	9.2	4.2	20.8	-18.3	-0.6	0.0	3.6	-19.3
O=C1OC(/C=C/c2ccccc2)=NC/1=C/c1ccco1	2.1	-4.2	51.0*	11.7	2.0	10.7	-32.6	2.5	-0.2	18.5	-7.7
COc1ccc(/C=C/C(=O)OCC(=O)NCc2ccco2)cc1OC	2.4	-6.5	16.7	7.8	-9.5	11.3	2.8	0.0	0.2	-3.9	-1.3
Cc1ccc(N(C(=O)c2csnn2)C(C(=O)NC2CCCCC2)c2ccncc2)c(C)c1 (centres undefined)	6.5	-18.2	24.1	10.8	5.6	1.1	1.2	-0.1	0.1	-10.6	0.2
CC1CCCCC1NC(=O)COC(=O)COc1ccccc1Cl (centres undefined)	-1.1	-9.5	-21.6	20.0	1.0	-5.7	-7.8	0.0	0.0	9.3	4.8
Cc1nonc1NC(=O)c1ccccc1Br	2.3	-26.9	6.8	-0.3	8.2	4.7	-6.5	1.1	0.0	0.9	-1.6
CCOC(=O)[C@]12CCCC=C1N(Cc1cccc3ccccc13)C(=O)[C@H](CC(=O)NCCc1ccccc1OC)C2	·	17.8	17.9	-22.7	·	·	·	-0.7	-0.3	·	·
COc1cccc(CN2CCN(Cc3nc(-c4cccs4)oc3C)CC2CCO)c1 (centres undefined)	1.4	-3.1	8.9	9.0	7.2	-5.8	-16.5	1.1	0.2	6.8	-6.8
CC(C)(C)c1ccc(C(=O)NC(=O)COC(=O)c2ccco2)cc1	·	-3.4	-14.9	-27.9	5.3	-58.5	-4.8	0.5	0.1	-13.8	-5.8
Cc1ccc(OCC(=O)Nc2sc3c(c2C#N)CCC3)cc1C	-2.7	-23.7	-20.4	-163.3	-19.5	-84.6	-106.4	3.0	-0.2	13.7	-50.5
CCOC1=C2[C@@H](CN(S(=O)(=O)c3ccc(C)cc3)[C@H]2c2ccccc2F)[C@H]2C(=O)N(C3CCCCC3)C(=O)[C@H]2C1	·	-22.1	28.1	-15.2	-1.8	9.4	7.8	0.2	0.2	15.1	·
C#CCONC(=O)c1cc(OCC(F)(F)F)ccc1OCC(F)(F)F	0.9	-9.9	-12.6	8.3	-13.2	-21.3	-10.5	-1.1	-0.3	-17.4	0.9
Cc1nc2ccc(NC(=O)c3ccc4ccccc4n3)cc2s1	1.4	-95.9	1.8	-301.3	17.3	-180.1	-97.2	0.2	0.0	-38.3	-68.3
COc1cc2c(cc1NC(=O)CSc1nc3ccccc3[nH]1)oc1ccccc12	0.7	2.4	28.8	-85.8	6.8	-8.0	-5.3	0.7	0.5	-5.2	5.3
N#CCCn1nnc2ccccc21	-1.3	-26.6	-6.3	18.2	1.9	7.8	-5.4	1.1	0.2	2.4	-1.1
O=C(N/C(=C/c1cccc(Br)c1)c1nc(=S)[nH][nH]1)c1ccccc1	-0.9	0.0	0.2	-144.7	18.2	-64.3	-24.6	-2.8	-0.3	-12.7	-17.7
CC(C)CC(=O)NC(=S)Nc1cccc(NC(=O)c2ccccc2)c1	3.2	-13.2	8.1	2.1	-3.5	-1.4	8.8	-1.0	0.4	16.9	14.1
Cc1ccc(OCC(=O)NNC(=O)c2cc(C)[nH]n2)cc1	1.2	9.3	0.1	13.8	2.4	-6.2	5.3	1.1	-0.3	-12.3	-6.6
CC(=O)c1c(C)[nH]c(C(=O)OCc2ccc([N+](=O)[O-])cc2)c1C	2.4	13.0	19.6	-93.5	11.8	-66.0	24.2	-0.4	0.7	-32.2	-29.0
COc1ccc(N2CCN(C(CNC(=O)COc3ccccc3)c3ccco3)CC2)cc1 (centres undefined)	-2.2	9.7	2.9	14.6	15.0	1.9	13.7	0.3	0.1	-23.9	5.0
CCOC(=O)c1[nH]c2ccccc2c1NC(=O)CCN1CC(C)OC(C)C1 (centres undefined)	1.6	1.7	5.7	13.7	-9.8	3.7	-1.1	5.1	0.4	10.3	5.9
